mcGAS lum: inhibitors of mouse cGAS; recombinant cGAS, Kinase-Glo ATP depletion luminescence; Q8C6L5; inhibition, % at 12.5 µM; AID 1259399; actives 0.15% (n = 160,000);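 also: 0% = negative control wells and 100% = reference inhibitor with no enzyme activity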
NPYLR7 agonist: activates Aedes aegypti NPYLR7 receptor; activation, % at 10 µM; HEK293T NPYLR7/Galpha15, GCaMP6s calcium fluorescence; actives 0.15% (n = 270,000); in the data active = activation above about 40%;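 also: 0% = vehicle and 100% = reference agonist at the receptor; some compounds past the cut are filed as inactive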
hcGAS lum: inhibitors of human cGAS. Q8N884. recombinant h-cGAS, ATP depletion, Kinase-Glo luminescence. inhibition, % at 12.5 µM. actives 0.081% (n = 290,000);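 also: 0% = vehicle reaction and 100% = reaction without DNA for no activity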
Target sequence (Q8N884 whole entry, looked up): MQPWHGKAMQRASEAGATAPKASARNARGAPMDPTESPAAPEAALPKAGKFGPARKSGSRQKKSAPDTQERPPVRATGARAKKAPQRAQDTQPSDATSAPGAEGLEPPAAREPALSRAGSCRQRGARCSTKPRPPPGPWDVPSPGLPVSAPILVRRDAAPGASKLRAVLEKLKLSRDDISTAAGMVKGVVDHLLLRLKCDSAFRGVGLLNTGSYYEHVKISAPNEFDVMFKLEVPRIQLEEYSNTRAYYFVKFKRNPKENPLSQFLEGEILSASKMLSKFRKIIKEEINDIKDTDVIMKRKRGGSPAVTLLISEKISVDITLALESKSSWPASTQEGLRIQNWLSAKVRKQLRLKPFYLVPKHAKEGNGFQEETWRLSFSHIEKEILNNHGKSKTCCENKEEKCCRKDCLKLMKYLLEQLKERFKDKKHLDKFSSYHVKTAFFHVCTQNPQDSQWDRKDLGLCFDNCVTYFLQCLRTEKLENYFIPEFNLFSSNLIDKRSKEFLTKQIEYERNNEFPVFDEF
Starred values were filed as active, the others as inactive; x = no result given; & = joins results of further samples. Rule as the data show it, unless noted: active = inhibition above about 40%; inactive = the rest.

SMILES | mcGAS lum | NPYLR7 agonist | hcGAS lum
CCC(CC)C(CNc1ccc(S(=O)(=O)N2CCOCC2)cc1[N+](=O)[O-])N1CCCC1 (centres undefined) | x | 15 | -6
COc1ccc(-c2cn[nH]c2-c2ccc(OCCN3CCC(C(N)=O)CC3)cc2O)cc1OC | -6 | 1 | -3
CCOc1cccc(CN2CCCn3cccc3C2c2ccccc2C(F)(F)F)c1 (centres undefined) | -6 | 23 | -6
CC(=O)Nc1ccc(S(=O)(=O)Oc2ccc(Cl)cc2CN(Cc2ccco2)C(=O)c2cccc(F)c2)cc1 | -4 | 3 | -11
Oc1ccc2ccccc2c1N=Nc1ccc2c(c1)OCCO2 | x | 0 | -3
O=C1CCCN1CCCN1CC(C(=O)N2CCCCCC2)CCC1=O (centres undefined) | -9 | 1 | -4
CSCC[C@H](NC(C)=O)c1n[nH]c(CC(C)C)n1 | -8 | 0 | -2
Cc1occc1C(=O)NNC(=O)C=Cc1ccccc1 | -6 | 10 | -5
CCc1nnc2n1N=C(c1cc(F)ccc1OC)CS2 | x | 7 | -7
c1ccc(C2=Nc3ncnn3C(c3ccccc3)C2)cc1 (centres undefined) | 1 | 1 | 5
Cc1ccccc1-n1nc(C(C)(C)C)cc1NC(=O)CN(Cc1ccccc1)C(=O)CCl | 6 | -10 | 5
COc1ccc(C=C2SC(=O)N(CCNC(=O)c3ccc(C)o3)C2=O)cc1OC | x | 4 | -6
O=c1c2ncccc2n(Cc2cccc(C(F)(F)F)c2)c(=O)n1CCc1ccccc1 | x | -3 | -6
O=C(NC[C@@H]1CCNC[C@H]1O)C1(c2ccc(Cl)cc2)CCCCC1 | -9 | 2 | -2
O=C(NC1CCN(c2ccccc2C(=O)N2CCCC2)CC1)c1cccc(Br)c1 | -7 | -3 | -8
COCCCn1c(C)c(C)n2c3c(=O)n(Cc4ccc(Cl)cc4)c(=O)n(C)c3nc12 | -6 | 6 | -5
COC(=O)c1ccc2c(c1)CN(C(=O)Cc1ccc(F)c(F)c1)CC2 | x | 7 | -5
CCCCNC(=O)C1(C)CCCCN1C(=O)c1ccc(C(F)(F)F)nc1C (centres undefined) | x | 0 | -6
CN(C(=O)CSc1ncnc2sccc12)C1CCS(=O)(=O)C1 (centres undefined) | -3 | 6 | -2
CCN(CC(=O)N1CCc2sccc2C1COc1ccc(C)cc1C)S(=O)(=O)c1ccc(C)cc1 (centres undefined) | 0 | -2 | -3
CCN(CC)c1ccc(CN(Cc2ccc(F)cc2)C(=O)c2ccco2)c(OS(C)(=O)=O)c1 | -9 | -13 | -4
O=C(O)c1cc(=O)c2cccc(O)c2[nH]1 | -3&-2 | 3 | 1&-3
Cc1ncc(-c2nccn2C(C)c2cnn(-c3ccccc3)c2)n1C (centres undefined) | -22 | 12 | -7
Cc1occc1-c1nnc(SCC(=O)NCCOc2ccccc2)n1C | x | 0 | -5
COc1ccc(NC2CC(=O)N(c3ccc(I)cc3)C2=O)cc1 (centres undefined) | 1 | -10 | 3
Continuation.
SMILES | mcGAS lum | NPYLR7 agonist | hcGAS lum
COCCC(=O)N1CCc2c([nH]c3ccccc23)C1C(C)(C)C (centres undefined) | -3 | 3 | 1
O=C1NC(=S)N/C1=C/c1ccc(-c2ccc([N+](=O)[O-])cc2Br)o1 | 1 | -3 | -5
CCC(=O)N1CCN=C1SCc1cc(C)ccc1C | x | 2 | -6
OC(c1cccs1)c1nnc(Nc2cccc(Oc3ccccc3)c2)s1 (centres undefined) | -2 | 1 | -2
Cc1ccc(CN(C)C(=O)c2cc(COc3ccc4c(c3)OCO4)[nH]n2)o1 | x | 10 | -11
COc1ccccc1C(=O)Nc1n[nH]c(-c2ccc(F)cc2)n1 | x | 2 | -1
CC1(c2cc3ccccc3o2)NC(=O)NC1=O (centres undefined) | x | 10 | -8
COC(=O)[C@@H]1C[C@@H](NC(=O)COc2ccc3c(c2)OCO3)CN1C | -18 | 29 | -6
O=C(C=Cc1cccc(Br)c1)Oc1ccc2ccc(=O)oc2c1 | -2 | 3 | 0
CC1C(=O)N(c2ccccc2Cl)CCN1C(=O)C1CC1 (centres undefined) | 0 | -11 | -3
COC(=O)c1ccc2ccn(CC(N)=O)c2c1 | x | 3 | -7
COC(=O)NNC(=S)NC(=O)C12CC3CC(CC(C3)C1)C2 | x | 31 | -4
O=C(CSc1nc(-c2ccccc2)cc(=O)[nH]1)Nc1oncc1-c1ccc(F)cc1 | -7 | -3 | -6
CC(=O)Oc1ccccc1C(=O)N1CCN(c2c3c(nc4ncnn24)CCCC3)CC1 | 2 | x | 5
O=C(NCc1ccco1)NC1CC(=O)N(C2Cc3ccccc3C2)C1 (centres undefined) | x | 3 | -5
CCOC(=O)C1CCCCN1C(=O)CCC(=O)NC1CCCC1 (centres undefined) | -12 | 1 | -4
c1c[nH]c(CN2CCC[C@H]2c2nc(-c3ccc(OC4CCCCC4)nc3)no2)n1 | -2 | -10 | -3
N#Cc1cccc(-c2cnc3c(c2)CCN3Cc2nc3ccccc3s2)c1 | x | 22 | -8
COCC(=O)NC1CCN(c2ccccc2C(=O)NCc2cccc(C(F)(F)F)c2)CC1 | 1 | -9 | -1
CCCCCCC(=O)Nc1c(-c2ccccc2F)nc2ccc(C)cn12 | -8 | -3 | -6
c1ccc(N=C2CCCC2)nc1 | x | 21 | -5
O=C(c1cccc(N2C(=O)CCC2=O)c1)N(CCn1cccn1)c1nc2ccccc2s1 | -6 | 0 | -4
CC1CN(C(=O)C(C)N2CCC(c3ccc(O)cc3)CC2)CC(C)O1 (centres undefined) | x | -4 | -10
Cc1noc(C)c1CN1CCN2C(C(=O)NCC3CC3)=COC2=NC1=O | x | 8 | -8
Cc1cc(C(=O)Nc2nc3c(C)ccc(C)c3s2)n(C(C)C)n1 | x | -7 | 5
The listing continues.
SMILES | mcGAS lum | NPYLR7 agonist | hcGAS lum
COc1ccc(C(C2Sc3nc(C)nn3C2=O)N2CCN(c3ccccc3F)CC2)cc1OC (centres undefined) | x | 2 | -3
COc1cc(F)c(-c2nccn2Cc2cnn(C)c2)c(F)c1 | -10 | 6 | -7
COc1ccc(CCNC(=O)c2c(C)noc2-c2ccccc2C)cc1OC | -6 | 4 | -6
Cc1ccc(C)c(COc2coc(CSc3nncn3C)cc2=O)c1 | x | 10 | -11
Cc1cccc(-c2ncc(CN3CCCN(C(=O)C4CCCO4)CC3)cn2)c1 (centres undefined) | x | 2 | -4
O=C(O)C1CCCN1S(=O)(=O)c1ccc(F)c(Cl)c1 (centres undefined) | x | 8 | -2
O=C(NC1CCc2ccccc21)c1cc(COc2ccc3c(c2)OCO3)[nH]n1 (centres undefined) | x | 2 | 0
COc1ccc(NC(=O)Nc2ccc(N3CCCCC3)c(C(=O)NC(C)c3ccccc3)c2)cc1 (centres undefined) | -5 | x | -11
Cc1ccccc1-c1cc(NC(=O)NCCCOC(C)C)on1 | x | 3 | -9
COC(=O)CNC(=O)C1CC1 | x | 5 | -4
CCc1nc2c(OCc3ccc(F)cc3)cccn2c1N(C)C(=O)c1ccco1 | -1 | 4 | -4
CC(C)c1ccc(/C=C2\N=C(c3ccc4c(c3)OCO4)OC2=O)cc1 | 0 | -6 | -4
CCN1CCN(C(=O)CCC2CCN(C(=O)CCN3CCCC3=O)CC2)CC1 | x | 5 | -6
O=C(NCC(O)COc1ccc(F)cc1)c1cnc2ccsc2c1 (centres undefined) | x | 0 | -2
O=C(Nc1ccc(F)c(F)c1)C1(c2ccccc2)CC1 | -6 | -5 | -4
N#Cc1ccccc1S(=O)(=O)N1C[C@@H]2C[C@H](C1)c1ccc(-c3ccccc3CN3CCOCC3)c(=O)n1C2 | -6 | -14 | -5
C=CCNC(=O)c1c(O)nc2sccn2c1=O | -6 | -2 | -6
COCC1CCCN(C(=O)c2coc(CN3CCN(Cc4ccccc4)CC3)n2)C1 (centres undefined) | x | -2 | 0
COc1ccc(CCNC(=O)c2c(C)noc2-c2ccccc2OC)cn1 | -8 | 1 | -4
COCCNC(=O)c1cc(NC(=O)c2cccc(F)c2)ccc1N1CCC(Cc2ccccc2)CC1 | -6 | x | -4
C[C@H]1[C@@H](OC(=O)CCC(=O)O)O[C@@H]2OC3(C)CC[C@H]4[C@H](C)CC[C@@H]1[C@@]24OO3 | x | -10 | -7
CCN(Cc1nc2cc(Cl)ccc2c(=O)[nH]1)C(=O)C(C)Oc1ccc(F)cc1 (centres undefined) | x | 5 | 1
C=Cc1ccc(CN2C(=O)CON=C2c2ccco2)cc1 | x | 3 | -1
CNC(=O)CS(=O)(=O)Cc1csc(CCc2ccccc2)n1 | -13 | 8 | -9
O=C(CN1CCC(C(=O)N2CCCC2)CC1)Nc1cccc(Cl)c1Cl | 1 | 3 | 3

An excerpt of these results, in markdown:
| Compound | mcGAS lum | NPYLR7 agonist | hcGAS lum |
| --- | --- | --- | --- |
| N#Cc1ccccc1S(=O)(=O)N1C[C@@H]2C[C@H](C1)c1ccc(-c3ccccc3CN3CCOCC3)c(=O)n1C2 | -6 | -14 | -5 |
| CNC(=O)CS(=O)(=O)Cc1csc(CCc2ccccc2)n1 | -13 | 8 | -9 |
| C=CCNC(=O)c1c(O)nc2sccn2c1=O | -6 | -2 | -6 |

An excerpt of these results, comma-delimited.
canonical_smiles,mcGAS lum,NPYLR7 agonist,hcGAS lum
C=CCNC(=O)c1c(O)nc2sccn2c1=O,-6,-2,-6
COCC1CCCN(C(=O)c2coc(CN3CCN(Cc4ccccc4)CC3)n2)C1 (centres undefined),x,-2,0
COc1ccc(CCNC(=O)c2c(C)noc2-c2ccccc2OC)cn1,-8,1,-4
COCCNC(=O)c1cc(NC(=O)c2cccc(F)c2)ccc1N1CCC(Cc2ccccc2)CC1,-6,x,-4
C[C@H]1[C@@H](OC(=O)CCC(=O)O)O[C@@H]2OC3(C)CC[C@H]4[C@H](C)CC[C@@H]1[C@@]24OO3,x,-10,-7
CCN(Cc1nc2cc(Cl)ccc2c(=O)[nH]1)C(=O)C(C)Oc1ccc(F)cc1 (centres undefined),x,5,1

Carrying on:
SMILES | mcGAS lum | NPYLR7 agonist | hcGAS lum
CO[C@@H]1CO[C@H]2[C@@H]1OC[C@@H]2NCc1ccc(N(C)C)cc1 | -2 | -9 | -1
COc1ccc(CN(Cc2cccc(C(F)(F)F)c2)Cc2nc(C(=O)N3CCOCC3)co2)c(OC)c1 | -4 | 13 | 1
Cc1nc2scc(C)n2c1C=NN1CCOCC1 | x | 6 | -8
C#CCn1cnc2c(nnn2-c2ccc(Cl)cc2)c1=O | -9 | -4 | -7
CC(=O)Nc1ccc(S(=O)(=O)N2CCC(NC(=O)CCc3ccco3)CC2)cc1 | x | 5 | -4
CCc1ccc(CN(C)Cc2nc(-c3ccc(C(F)(F)F)cc3)no2)nc1 | x | 1 | -7
Cc1ccccc1CC(=O)N1CC(c2ccccn2)C1 | x | -3 | 2
CCn1c(C2CCCN(Cc3cnc(N4CCCCC4)nc3)C2)n[nH]c1=O (centres undefined) | -13 | 1 | -5
Cc1nnc(NC(=O)C2(NC(=O)c3ccc(Br)cc3)CCCCC2)s1 | x | 11 | -10
CCN1Cc2ccccc2CC1C(=O)N(C)Cc1ccc2c(c1)OCO2 (centres undefined) | x | 13 | -1
COc1ccc(C=C2SC(=S)N(CCN3CCOCC3)C2=O)cc1 | -6 | 0 | -1
Cn1ncc2c1ncn1c(-c3ccccc3)nnc21 | 1 | 6 | 7
C[C@@H]1CCCN1CCC1Cc2cc(-c3ccc(C#N)cc3)ccc2O1 (some centres undefined) | -7 | 9&7 | 3&-12
O=C(CCOc1ccccc1)Nc1ccnn1C1CCN(C(=O)C2CCCC2)CC1 | x | 18 | -5
CCCCCOc1ccc(C(=O)N2CCc3c([nH]c4ccccc34)C2)cc1OCCCCC | x | -7 | -4
Cc1ccccc1CN1C(=O)C(C)Sc2ccc(C(F)(F)F)cc21 (centres undefined) | x | 3 | -2
O=c1ccc2cc(S(=O)(=O)NCc3ccco3)ccc2o1 | -8 | -4 | -8
Cc1cc2cc(C(C)C)cc(CO)c2cc1O | 1 | -9 | 3
CC(C)(C)c1ccc(-c2csc3nc4c5ccccc5c(N5CCOCC5)nn4c(=O)c23)cc1 | -4 | -1 | -7
COc1ccc(CNC(=O)CCC2CCCN(C(=O)c3cc(C)[nH]n3)C2)c(OC)c1 (centres undefined) | x | 3 | -5
O=C(CCC(=O)c1ccc(F)cc1)NC1CCCN(C2CCCCCC2)C1 (centres undefined) | -8 | -3 | -6
CCOC(=O)[C@@H]1CCCC[C@@H]1NC(=O)c1ccc2nc(-c3ccccc3)c(-c3ccccc3)nc2c1 | -7 | -6 | -3
COCCCN(CC(=O)N(CCc1c[nH]c2ccccc12)Cc1ccc(F)cc1)C(=O)Nc1ccc(OC)cc1OC | -6 | x | -14
O=S(=O)(c1ccc2oc(-c3cccnc3)nc2c1)c1ccc2oc(-c3cccnc3)nc2c1 | x | 11 | -11

An excerpt from above in order of count of non-hydrogen atoms, smallest number first.
SMILES | mcGAS lum | NPYLR7 agonist | hcGAS lum
CC1(c2cc3ccccc3o2)NC(=O)NC1=O (centres undefined) | x | 10 | -8
CNC(=O)CS(=O)(=O)Cc1csc(CCc2ccccc2)n1 | -13 | 8 | -9
O=C(NCC(O)COc1ccc(F)cc1)c1cnc2ccsc2c1 (centres undefined) | x | 0 | -2
Cc1occc1-c1nnc(SCC(=O)NCCOc2ccccc2)n1C | x | 0 | -5

Bioassay records: PubChem, Fisher Drug Discovery Resource Center
